Compound activity (PubChem)
HTR2A ag: mouse Htr2a agonists via beta-arrestin recruitment, primary screen, cell-based, luminescence; actives 0.66% (n = 360,000); 5-hydroxytryptamine receptor 2A (Mus musculus), P35363; CHO-K1 mHTR2A beta-arrestin complementation; percent of 30 µM serotonin response; activation, % at 7.6 µM; AID 624169, 2012;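 active = activation above a run cutoff, the mean activation of all tested compounds plus 3 SD, cut at about 14% in these data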;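 note: 0% = plate median of compound wells and 100% = 30 µM serotonin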
Target sequence (P35363 whole entry, looked up): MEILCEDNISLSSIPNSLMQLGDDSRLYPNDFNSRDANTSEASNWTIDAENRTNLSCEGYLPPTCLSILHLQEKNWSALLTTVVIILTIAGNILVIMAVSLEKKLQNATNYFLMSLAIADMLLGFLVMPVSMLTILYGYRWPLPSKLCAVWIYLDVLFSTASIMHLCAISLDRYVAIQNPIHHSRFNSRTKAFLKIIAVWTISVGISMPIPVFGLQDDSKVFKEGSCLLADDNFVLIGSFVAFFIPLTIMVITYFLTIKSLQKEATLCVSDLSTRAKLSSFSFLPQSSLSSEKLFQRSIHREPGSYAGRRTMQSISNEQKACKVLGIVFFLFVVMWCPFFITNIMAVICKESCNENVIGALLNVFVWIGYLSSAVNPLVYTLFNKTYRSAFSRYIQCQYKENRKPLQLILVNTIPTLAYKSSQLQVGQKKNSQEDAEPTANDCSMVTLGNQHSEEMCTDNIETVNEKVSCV
Cardio protect: cardioprotection against H2O2-induced cell death, primary screen, uHTS, H9c2 cells, ATPLite luminescence; actives 0.63% (n = 360,000); protection from H2O2 cell death, % at 20 µM; H9c2 cardiomyocytes, H2O2 injury protection, 2 h;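 active = compounds giving at least 50% protection of heart cells from peroxide-induced death in the single-dose screen, raw or plate-pattern-corrected value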;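 note: 0% = DMSO wells with peroxide and 100% = DMSO wells without peroxide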
Glyco luc inh: increase of ERlucT glycosylation luciferase signal, primary screen, N-linked glycosylation inhibitor project, D54 ERlucT cells, luminescence, set 2; reporter increase, % at 12.5 µM; D54 ERlucT glycosylation luciferase reporter, 24 h; percent of 100 nM tunicamycin response; actives 0.23% (n = 360,000);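 active = mean luciferase reporter signal, scaled so untreated is 0 and the glycosylation-blocking control 100, at or above a set limit in every replicate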;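 note: luciferase carries N-glycosylation sites so blocking glycosylation raises the light; 0% = median of neutral control wells and 100% = median of 100 nM tunicamycin wells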
Vif imaging: HIV Vif self-association inhibitors, primary screen, imaging, HEK293T, single point; AID 602346, 2012; HEK293T cells, Vif self-association by quenched fluorescence, 24 h; inhibition, % at 7.49 µM; actives 0.35% (n = 340,000); in the data active = inhibition above about 50%, passing the limit was not always enough; note: some results filed as inactive read as strong as hits
CaV13 FRET inh: Primary screen for inhibitors of IQ motif and Ca2+-dependent inactivation inhibitor domain binding in CACNA1D, Förster resonance energy transfer in living cells, …; HEK cells, CFP/YFP FRET ICDI-IQ, plate reader, 10 min; percent FRET-ratio fall versus neutral wells; inhibition, % at 12.3 µM; actives 0.098% (n = 340,000); AID 743397;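 active = mean replicate inhibition of at least 30% and at least 1% of replicates passing that level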;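 note: 0% = median of the neutral control wells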
ABCB6 inh 2: ABCB6 transporter inhibitors, primary screen, K562-ABCB6 cells, flow cytometry, MLPCN library; fluorescence ratio to DMSO, % at 10 µM; K562-ABCB6 porphyrin accumulation, 1 h; active compounds read low; AID 602162, 2011; actives 0.19% (n = 360,000);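 active = fluorescence ratio to DMSO below 75%, the collection mean minus 3 SD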;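 note: signal is porphyrin accumulated inside mitochondria; 100% equals median channel fluorescence of DMSO control wells; lower ratio means ABCB6 inhibition with less porphyrin fluorescence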
PDI turbidity: inhibitors of human PDI, primary screen, biochemical, turbidity, single point, plate reader; Protein disulfide-isomerase (Homo sapiens), P07237; actives 0.052% (n = 350,000); inhibition, % at 10 µM; AID 588391, 2011; PDI insulin aggregation turbidity, A650, 90 min;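 active = mean inhibition across replicates of 30% or more, whatever share of single replicates reach that level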;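 note: absorbance from insulin aggregation driven by PDI reduction with DTT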
iPSC survival up: enhancers of single-cell hiPSC survival, primary screen, ATPlite luminescence; survival enhancement, % at 20 µM; AID 602274, 2012; actives 0.044% (n = 360,000); 100% = ROCK inhibitor wells, 0% = DMSO; in the data active = survival enhancement above about 18%;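 note: cells exposed to compounds for 16 hours before the ATP read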
aDG glyco up: activators of alpha-DG glycosylation, primary screen, uHTS, Pro5-aDG cells, AlphaScreen; alpha-DG glycosylation AlphaScreen (IIH6); 0% Pro5, 100% B10-LARGE cell signal; activation, % at 10 µM; actives 0.22% (n = 360,000); AID 624168, 2012;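 active = activation of at least 8% versus controls, or a plate z-score of at least 8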;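 note: Pro5 are CHO cells carrying HIG-tagged alpha-DG that lacks glycosylation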
Exocytosis inh: LAMP-1 surface exposure blockers, TALL-104 cells – cell-based, flow cytometry, MLPCN library, primary screen | AID 651702, 2012 | TALL-104 LAMP-1 surface exposure; cells stimulated with thapsigargin and PMA | inhibition, % at 10 µM | actives 0.66% (n = 360,000);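 active = inhibition above about 55%, limit read from the data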
* marks the source's active call; other numbers are inactive results; x = not tested or not shown. Compounds as they come; about 3.1% have a hit in one of these screens.

Structure,HTR2A ag,ABCB6 inh 2,PDI turbidity,Glyco luc inh,Exocytosis inh,aDG glyco up,iPSC survival up,Cardio protect,Vif imaging,CaV13 FRET inh
CCc1nnc(NC(=O)CN2C(=O)NC3(CCCC3)C2=O)s1,-5,94,-1,2,-2,0.5,-2.3,2,1,-3
Cc1cccc(OC(C)c2ccnc3nc(/N=C/N(C)C)nn23)c1 (centres undefined),-3,99,-1,1,10,0.1,0.9,8,3,-9
COc1cc(C(=S)N2CCCC2)ccc1OCc1ccccc1,5,97,-3,-3,2,0.4,-0.7,-8,-3,-6
CCOC(=O)Cc1csc(NC(=O)C(NC(=O)C2CCC(C)CC2)C(C)C)n1 (centres undefined),3,96,-15,-3,-2,0.3,0.8,-7,-14,-1
COc1cccc(N/C(SC)=C(/C#N)C(N)=O)c1,-2,98,4,3,0,0.1,2.5,-2,-7,-4
COc1ccc(C(=O)Nc2ccccc2N2CCCC2)cc1S(=O)(=O)N1CCOCC1,-3,103,-5,0,0,0.3,-0.1,2,-2,-1
O=C(NCc1ccco1)c1nn(-c2ccccc2)c(=O)c2ccccc12,-4,99,-3,5,1,0.1,-3.0,11,1,-6
O=C(COc1coc(CN2CCN(c3ccccc3)CC2)cc1=O)NC1CCCCC1,-1,97,-9,0,1,0.4,1.1,4,-3,-1
O=C(c1ccco1)N1N=C2CCCCCC2C1(O)C(F)(F)F (centres undefined),-1,95,-7,-2,2,0.1,0.8,9,1,-6
O=C1CC[C@@H](O)CCN1CC[C@H](Sc1ccccc1)c1ccccc1,2,99,8,1,-3,0.0,1.1,3,-3,24
CSCC[C@H](NC(=O)c1cc2c([nH]c3ccccc32)c(-c2ccccc2)n1)C(=O)O,-7,100,-1,3,-1,0.0,-0.4,-5,-15,-1
O=C(CSCc1ccc(Br)cc1)Nc1ccccc1C(=O)N1CCOCC1,2,96,6,0,-1,0.6,-0.5,1,-1,-6
O=C(c1cccs1)N1CCN(Cc2ccccn2)CC1,2,96,-8,2,3,0.5,0.5,4,2,-18
CC[C@@H](C)C(NC(=O)OC(C)(C)C)c1cn([C@@H](Cc2cc3ccccc3[nH]2)C(=O)N2CCN(C(=O)OC(C)(C)C)CC2)nn1 (some centres undefined),-6,96,25,0,9,0.0,0.4,-2,-2,-10
COc1ccc(/C=C/C(=O)Oc2ccc(C=O)cc2OC)cc1,-2,97,-3,-3,-1,0.5,-0.7,0,-1,-3
N#Cc1cnn(-c2ncnc3sc(-c4ccccc4)cc23)c1N,2,104,-5,1,-1,-0.1,-2.0,-5,0,-7
COc1ccc(-c2cc(C(=O)N3CCN(c4cccc(C)c4C)CC3)c3ccccc3n2)cc1OC,8,96,-8,-5,18,-0.2,-0.3,18,-5,x
CSc1cc(-c2ccc(Cl)cc2)c(C(=O)NN)s1,-6,99,-5,0,24,0.0,-1.4,3,-14,-4
COc1ccc(OC)c(S(=O)(=O)N2CCC(C(=O)NC3CCCC3)CC2)c1,3,97,11,1,-7,-0.1,2.4,-1,-4,-3
CN(C)c1ccc(C2=NOC(CN3C(=O)c4ccccc4S3(=O)=O)C2)cc1 (centres undefined),4,93,-2,-3,-3,-0.1,-2.5,2,-1,-4
COc1ccc(C(=O)OC(C)C(=O)NCC2CCCCC2)cc1S(=O)(=O)N1CCOCC1 (centres undefined),5,96,-2,1,-1,-0.1,-2.1,5,-6,-3
O=C(/C=C/c1ccccc1)N1CCC(N2CCC(C(=O)N3CCOCC3)CC2)CC1,-1,96,-1,1,1,0.1,2.7,3,-4,1
COc1ccc(Cl)cc1NC(=S)N1CCN(C(=O)C2CCCO2)CC1 (centres undefined),-3,96,0,1,-5,0.1,-1.1,7,1,-6
Cc1nc(N2CCN(S(=O)(=O)c3cccc4nonc34)CC2)c2c3c(sc2n1)CCCC3,3,100,-7,-4,-1,-0.5,7.4,49*,0,-5
Cc1cccc(N2C(N)=NC(N)=NC23CCCCC3)c1,0,87,2,0,3,-0.3,0.6,-2,x,-4
COc1cccc(-c2nnc(SCc3ccccn3)n2C)c1,6,90,-2,-1,-6,1.1,-0.1,5,-9,-6
CC(=O)c1ccc(N2CCN(c3ncccn3)CC2)cc1,2,99,-3,1,-14,1.8,1.1,3,0,-4
O=C(CCSc1ccccc1)NC(=O)COC(=O)c1ccc(OC(F)F)cc1,4,97,-11,2,-2,0.2,-3.6,-8,-2,-18
CC(=O)NC(c1ccc(F)c(F)c1)c1nc(-c2ccccc2)cs1 (centres undefined),-5,99,11,-1,1,-0.2,-1.2,-5,4,-6
Cc1ccc(NC(=O)C2Cc3ccccc3CN2C(=O)c2ccccc2)cc1Cl (centres undefined),-6,89,0,-3,23,0.2,-1.9,2,-3,-5
O=C(COc1ccc(Br)cc1)N1CCc2ccccc21,-2,96,-2,-2,8,-0.1,-0.3,-5,-6,-20
COc1ccc(OC)c(CN2C(=O)CN(S(C)(=O)=O)CC2(C)C(=O)NCc2ccccc2)c1 (centres undefined),-2,x,x,x,-2,-0.1,x,x,x,-16
O=C(O)C1=CCCc2ccc(F)cc21,-3,94,6,1,-4,0.1,1.1,5,0,-14
O=C(Nc1ccc2c(c1)OCCO2)C1c2ccccc2OCC(=O)N1CCc1ccccc1 (centres undefined),3,96,x,x,0,0.0,0.6,x,x,-6
CC(=O)C12CCCCC1CC1C3CC(C)C4(O)CC(=O)CCC4(C)C3CCC12C (centres undefined),-1,97,-7,-2,-3,0.1,-0.1,-7,x,-4
COc1ccc(OC)c(CNC(=O)CCCn2ccc3cc(S(=O)(=O)N4CCCC4)ccc32)c1,-3,91,3,-4,0,0.2,0.2,2,-4,-7
Cc1cc(C)cc(NC(=S)NC2CC3CCC(C2)N3Cc2ccco2)c1 (centres undefined),-2,96,9,-1,16,0.7,-1.9,-9,4,-9
Cc1cc(C)n(Cc2ccc(C(=O)Nc3cccc(Br)c3)o2)n1,1,96,-37,0,-6,-0.1,2.7,4,1,-6
CC(OC(=O)CCCN=C1NS(=O)(=O)c2ccccc21)C(=O)NC1CCCCC1C (centres undefined),5,99,4,1,-1,0.1,-0.1,7,3,-5
O=C(COC(=O)c1cccc(OC(F)F)c1)NC1CCCC1,3,97,5,0,-2,0.0,0.3,1,-10,-20
c1cnc(N2CCN(c3cnccn3)CC2)nc1,0,98,7,1,0,0.0,1.2,4,-1,-2
Cc1cc(N2CCOCC2)nc2ccc(NC(=S)N3CCCCC3C)cc12 (centres undefined),-1,88,-58,3,2,0.7,2.5,1,3,-45
Nc1nc(SCC(=O)N2CCCCC2)[nH]c(=O)c1NC(=O)c1ccccc1F,-5,98,3,2,1,0.0,-0.6,5,4,-9
Cc1nnc(SCC(=O)N(Cc2ccccc2)C(C)(C)C)[nH]c1=O,1,97,8,1,1,0.1,-1.5,0,14,-4
O=C(NNC(=O)c1ccco1)c1ccc(NS(=O)(=O)c2cccs2)cc1,4,95,-3,0,-3,0.0,0.0,4,-4,-6
CC1c2ccsc2CCN1S(=O)(=O)c1ccccc1 (centres undefined),0,102,-2,1,-6,-0.2,-0.4,9,3,-5
Cc1ccc(C(=O)N2CCC(C(N)=O)CC2)cc1C,4,90,-33,0,-2,-0.1,-0.8,0,3,-4
COc1cc(C(=O)N(Cc2ccc(N(C)C)cc2)C2CCS(=O)(=O)C2)cc(OC)c1OC (centres undefined),10,96,-9,2,-1,1.2,-0.7,10,29,x
O=C1CCN(C(=O)CSc2ccc(Cl)cc2)N1,9,100,1,1,2,-0.2,0.5,5,1,7
O=C(N/N=C/c1ccoc1)c1cc(O)cc(O)c1,4,89,-4,2,26,0.8,-0.2,-4,2,x
Cc1cnc(C(=O)Oc2c(C)ccc(C)c2C)cn1,3,103,10,2,8,-0.4,2.3,4,2,1
COc1ccc2c(c1)CCc1cn3nc(C)cc3nc1-2,6,87,11,-5,-2,0.7,1.0,0,16,-3
Cc1cc(N(C)/N=C/c2ccccc2)nc(-c2ccccc2O)n1,-1,99,-2,0,-2,-0.2,1.0,11,-3,2
O=C(CN(Cc1ccccc1)S(=O)(=O)c1cccc(C(F)(F)F)c1)NC1CCCCC1,2,100,7,-7,2,0.4,0.6,1,-4,-4

Profiles from above.
O=C(N/N=C/c1ccoc1)c1cc(O)cc(O)c1 as listed: HTR2A ag: 4; ABCB6 inh 2: 89; PDI turbidity: -4; Glyco luc inh: 2; Exocytosis inh: 26; aDG glyco up: 0.8; iPSC survival up: -0.2; Cardio protect: -4; Vif imaging: 2; CaV13 FRET inh: x
O=C(CN(Cc1ccccc1)S(=O)(=O)c1cccc(C(F)(F)F)c1)NC1CCCCC1 as listed: HTR2A ag: 2; ABCB6 inh 2: 100; PDI turbidity: 7; Glyco luc inh: -7; Exocytosis inh: 2; aDG glyco up: 0.4; iPSC survival up: 0.6; Cardio protect: 1; Vif imaging: -4; CaV13 FRET inh: -4
